WRN helicase inh = blocks human WRN helicase | Q14191 | WRN helicase unwinding, fluorescent forked duplex, kinetic | Potency, µM (highest dose often 114 µM), for the others: top-dose activity change, negative = inhibition, actives largely listed as inhibitors | hit rate 0.46% among 360,000 | AID 651768; further: potency means the concentration at half of the fitted maximal effect; on the % scale 0 is the no-effect control and ±100 the full control effect; nearly all actives have a fitted effect of over 55% in size
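Screening of the MLSMR collection measured strand separation of a quenched forked DNA duplex (100 nM) by 20 nM WRN with 2 mM ATP, all final. Compounds were preincubated with enzyme 15 min at room temperature.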
EPAC1 antagonist = antagonists of human EPAC1; O95398; EPAC1 GEF assay, Rap1b-BODIPY-GDP exchange fluorescence; Potency, µM (top dose mostly 115 µM), for the others: top-dose activity change, negative = inhibition, hits mostly inhibitors; hit rate 0.14% among 360,000;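 further: potency means the concentration at half of the fitted maximal effect; plate controls were vehicle for no effect and positive control for full effect; nearly all actives have a fitted effect of over 50% in size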
PI5P4Ka inh = blocks human PI5P4K alpha kinase activity. max response, %. hit rate 1.2% among 330,000. P48426. PI5P4Kalpha enzyme, ADP-Glo luminescence, 60 min; active compounds read low; active means max response of -50% or lower; inconclusive means between -30% and -50%; inactive means -30% or higher; further: value at the top dose of about 77 µM; on the % scale 0 is the no-effect control and ±100 the full control effect
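Enzyme plus substrate dispensed, test compounds pinned in, then ATP (5 microM final) added. After 60 min at RT, ADP-Glo reagent 1 for 45 min and reagent 2 for 30 min preceded luminescence imaging.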
PLK1 PBD inh = blocks phosphopeptide binding to human PLK1 polo-box domain. P53350. Plk1 PBD binding of FITC phosphopeptide, fluorescence polarization. Potency, µM, for inactives: max response, negative = inhibition, actives largely listed as inhibitors. hit rate 2.8% among 360,000; further: potency means the concentration at half of the fitted maximal effect; series mostly up to about 57 µM; on the % scale 0 is the no-effect control and ±100 the full control effect; nearly all actives have a fitted effect of over 65% in size
CCT chaperon mod = cytosolic chaperonin activity modulation. purified chaperonin ATPase assay, HTRF ADP detection, 30 min. hit rate 0.3% among 360,000. activity change, % (concentration not given with the values), hits read low; in the data active means activity change below about -30%; further: on the % scale 0 is the no-effect control and ±100 the full control effect
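TRiC at 40 or 20 nM final (batch-dependent) in 30 mM Tris pH 7.4, 100 mM KCl, 5 mM MgCl2, 1 mM DTT, with compound at single 76 uM and 10 uM ATP, 30 min at 37 deg C. ADP detected by HTRF Transcreener, 665/615 ratio.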
EPAC2 ag = agonists of human EPAC2 (RAPGEF4); Q8WZA2; EPAC2 activation, biochemical qHTS; response scale: 100% = 6.5 mM cAMP response; Potency, µM (titrated, usually from 154 µM), for inactives: at the top dose activation, actives largely listed as activators; hit rate 0.079% among 360,000; AID 720711; further: potency means the concentration at half of the fitted maximal effect; nearly all actives have a fitted effect of over 50% in size
Target sequence (Q8WZA2 whole entry, looked up): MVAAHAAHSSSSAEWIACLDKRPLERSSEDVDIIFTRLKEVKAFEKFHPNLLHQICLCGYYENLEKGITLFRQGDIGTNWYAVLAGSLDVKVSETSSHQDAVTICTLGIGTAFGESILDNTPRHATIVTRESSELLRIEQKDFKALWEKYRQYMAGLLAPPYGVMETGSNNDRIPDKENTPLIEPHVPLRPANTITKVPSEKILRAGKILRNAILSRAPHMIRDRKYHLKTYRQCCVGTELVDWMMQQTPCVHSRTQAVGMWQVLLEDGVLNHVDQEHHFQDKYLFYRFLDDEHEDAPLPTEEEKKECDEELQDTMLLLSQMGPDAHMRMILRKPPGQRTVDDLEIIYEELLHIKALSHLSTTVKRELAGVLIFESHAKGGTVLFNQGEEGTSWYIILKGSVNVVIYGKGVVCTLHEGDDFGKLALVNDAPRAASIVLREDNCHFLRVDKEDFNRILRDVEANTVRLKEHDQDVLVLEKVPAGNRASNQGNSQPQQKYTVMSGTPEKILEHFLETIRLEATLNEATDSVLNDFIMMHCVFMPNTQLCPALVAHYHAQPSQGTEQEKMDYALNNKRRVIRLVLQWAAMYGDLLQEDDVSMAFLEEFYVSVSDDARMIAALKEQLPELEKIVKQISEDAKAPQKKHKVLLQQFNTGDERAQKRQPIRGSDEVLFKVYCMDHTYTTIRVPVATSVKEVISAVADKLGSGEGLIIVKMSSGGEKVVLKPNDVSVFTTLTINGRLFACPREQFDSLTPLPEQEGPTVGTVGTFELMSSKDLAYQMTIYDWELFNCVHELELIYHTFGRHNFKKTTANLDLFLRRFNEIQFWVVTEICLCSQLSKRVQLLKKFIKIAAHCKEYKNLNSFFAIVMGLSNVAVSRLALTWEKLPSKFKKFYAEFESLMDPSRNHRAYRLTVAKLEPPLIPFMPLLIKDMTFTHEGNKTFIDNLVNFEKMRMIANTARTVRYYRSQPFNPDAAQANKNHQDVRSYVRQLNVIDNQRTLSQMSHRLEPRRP
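Exchange assay: 100 nM EPAC2 with 250 nM Rap1B-BODIPY-GDP and 50 uM GDP. Fluorescence (ex 480/em 540 nm) read every 5 min for 30 min at room temperature. Data normalized to 6.5 mM cAMP as agonist control.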
EPAC1 ag = EPAC1 (human) agonism. O95398. EPAC1 agonist qHTS, biochemical assay; response scale: 100% = response to 6.5 mM cAMP. Potency, µM (titrated, usually from 154 µM), for the others: top-dose activation, actives largely listed as activators. hit rate 0.073% among 360,000. AID 720707; further: potency means the concentration at half of the fitted maximal effect; nearly all actives have a fitted effect of over 60% in size
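Nucleotide exchange assay: 100 nM EPAC1 with 250 nM Rap1B loaded with BODIPY-GDP and 50 uM GDP, room temperature. Fluorescence (480/540 nm) read every 5 min for 30 min; signal change normalized to 6.5 mM cAMP as full agonist.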
IL-2 act = IL-2 activation. IL-2 activation reporter assay, cell-based qHTS; stimulated with anti-CD3/CD4/CD28 beads; in transgenic mouse T cells. activation, % (series mostly up to about 46 µM). hit rate 0.065% among 360,000. AID 652025; in the data active means activation above about 50%; inconclusive means mostly about 30% to 49%; further: 0% is about no effect
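Unstimulated transgenic mouse T cells; 60-min compound exposure; bead-based TCR/CD4/CD28 stimulation; 18 h culture, 37 degrees C; dual fluorescence (EGFP, DsRed) plate cytometry.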
Active calls of the source: *; ? = inconclusive; / = not tested or not shown; [ ] = another dose, or the depositor's remark. Unless noted, the call rests on the fitted dose curve; in most records, active means well fitted curve in the direction sought with a large enough effect; inconclusive means small, poorly fitted or top-dose-only effect, or another doubt; inactive means no such curve, though single readings can be large; an effect the other way counts as inactive or inconclusive. An excerpt; count on the stated rates, not on these rows.

SMILES	WRN helicase inh	EPAC1 antagonist	PI5P4Ka inh	PLK1 PBD inh	CCT chaperon mod	EPAC2 ag	EPAC1 ag	IL-2 act
CCCCn1c(N)c(N(CCC(C)C)C(=O)COC(=O)c2cccnc2SC)c(=O)[nH]c1=O	-12.0%	11.9%	-0.6	-5.6%	-2.6	-20.4%	22.7%	-1.0
CCN(CC)C(=O)[C@H]1C[C@H](CC(=O)NCCCN(C)C)C(=O)N2CCc3c([nH]c4ccc(Cl)cc34)[C@]12C	-5.2%	-14.5%	5.1	-16.6%	-1.1	6.4%	-7.8%	-0.6
O=C1c2ccccc2C(Nc2ccc(S(=O)(=O)N3CCCCC3)cc2)N1c1ccccn1 (stereo not drawn)	-6.4%	?	12.5	-7.2%	-1.8	?	-3.4%	0.6
CCOC(=O)CSc1nc2ccsc2c(=O)[nH]1	4.3%	-11.6%	-3.6	-3.8%	0.9	7.3%	2.0%	1.2
Cc1cc(C)c(C)c(S(=O)(=O)N2CCN(C)CC2)c1C	6.6%	-7.3%	0.0	-10.1%	-2.1	3.4%	-1.9%	0.0
Cc1cc(C)nc(NCc2ccc(Cl)cc2)n1	-23.4%	-4.6%	8.7	-4.4%	-1.2	7.7%	3.9%	-0.6
CC(C)=C1C(=O)NN(c2ccc(F)c(Cl)c2)C1=O	?	-5.7%	/	-13.6%	-0.7	4.1%	11.2%	-3.0
Cc1ccc(C)c(NC(=S)NC(NC(=O)Cc2cccc3ccccc23)C(Cl)(Cl)Cl)c1 (stereo not drawn)	2.2%	-0.5%	3.2	-10.3%	1.2	0.0%	2.2%	1.2
CCNc1ccc(C(=O)OCC(=O)NCCN2C(=O)CSC2=O)cc1[N+](=O)[O-]	-0.7%	-17.8%	0.9	-19.5%	-2.1	0.9%	-7.6%	-3.1
CC1C(=O)Nc2ccccc2N1C(=O)c1ccc(O)cc1 (stereo not drawn)	1.8%	6.0%	-2.1	-5.1%	-1.8	9.9%	7.3%	0.3
COc1cc(C(C)=O)ccc1COc1ccc(C(=O)OCC(=O)NC2CCS(=O)(=O)C2)cc1OC (stereo not drawn)	-7.1%	3.7%	1.1	-1.7%	-0.8	10.7%	-3.2%	-1.8
O=C(COC(=O)c1cnc(Cl)c(Cl)c1)Nc1ccc(S(=O)(=O)N2CCCC2)cc1	-3.1%	1.2%	2.6	-13.7%	-1.8	22.3%	7.0%	-2.9
COc1ccc(N(C(=O)c2cc3ccccc3oc2=O)C2C=CS(=O)(=O)C2)cc1 (stereo not drawn)	-7.2%	10.8%	-11.7	?	-3.1	11.9%	7.9%	-0.6
NC(=S)NC(c1ccccc1)c1ccncc1 (stereo not drawn)	-0.6%	16.7%	-12.3	?	-1.8	16.5%	5.4%	4.4
CCCNC(=O)/C(=C/c1cn(S(=O)(=O)N(C)C)c2ccccc12)NC(=O)c1ccc(OC)cc1	-0.5%	-6.1%	0.3	-0.4%	-0.1	-16.3%	-2.5%	1.6
COc1cc(C2C(C#N)=C(N)Oc3c2oc(CO)cc3=O)ccc1OC(C)C (stereo not drawn)	0.9%	5.5%	/	0.0%	-1.6	-9.3%	-1.5%	2.3
CCOc1ccc(C(=O)Nc2ccccc2N2CCN(C(=O)c3ccccc3)CC2)cc1[N+](=O)[O-]	-15.3%	-19.3%	4.6	-3.2%	-1.0	11.1%	3.2%	-2.1
Cc1nc2cc(C(=O)OCC(=O)NC34CC5CC(CC(C5)C3)C4)ccc2n1-c1ccccc1	-5.3%	?	-5.5	-1.1%	-2.0	2.0%	8.9%	-2.4
COc1ccc(-n2c(SCC(=O)Nc3sc4c(c3C#N)CCCC4)nnc2-c2ccccc2OC)cc1	-5.4%	7.9%	-10.8	-4.0%	-1.0	1.9%	3.9%	0.9
CC(C)CN(C(=O)COC(=O)c1cnc(Cl)c(Cl)c1)c1c(N)n(Cc2ccccc2)c(=O)[nH]c1=O	4.4%	19.9%	2.4	-5.0%	0.0	0.0%	-14.8%	-0.4
CC(c1ccccc1)n1cc(C(=O)NCC2COc3ccccc3O2)nn1 (stereo not drawn)	1.0%	3.7%	-2.8	-10.7%	-1.6	0.6%	-7.1%	0.6
CC(=O)Nc1ccc(S(=O)(=O)N2CCN(C(=O)N3CCCC3)CC2)cc1	4.3%	8.2%	0.4	-2.7%	-6.4	12.9%	0.6%	1.9
COC(=O)c1sccc1NC(=O)Nc1cc(C)ccc1C	-9.2%	-5.6%	-0.9	-2.4%	1.9	-1.3%	-5.7%	0.6
Cc1ccc(S(=O)(=O)NNc2c3ccccc3nc3ccc(Cl)cc23)cc1	3.4%	14.0%	-2.8	-11.9%	-0.4	-2.1%	-4.0%	-3.3
Cc1ccc(/C=C/S(=O)(=O)N2CCC(C(=O)O)CC2)cc1	-1.7%	-11.1%	4.1	-19.6%	-0.8	6.4%	11.7%	4.0

The list goes on.
SMILES	WRN helicase inh	EPAC1 antagonist	PI5P4Ka inh	PLK1 PBD inh	CCT chaperon mod	EPAC2 ag	EPAC1 ag	IL-2 act
Cc1cc(C)nc(NS(=O)(=O)c2ccc(N3C(=O)C4CC=C(Cl)CC4C3=O)cc2)n1 (stereo not drawn)	-1.4%	-2.1%	-3.2	-4.4%	-0.2	-8.2%	-7.5%	-2.6
COc1ccccc1C#CC1=CC(=O)CC(C)(C)C1	0.6%	-1.9%	3.6	-8.1%	-2.5	8.8%	-6.6%	-1.3
COc1ccc(Nc2oc(-c3ccc(F)cc3)nc2C#N)cc1	-0.5%	-24.5%	3.0	-6.3%	-0.3	12.2%	2.5%	-0.9
CCCCCCOC(=O)Nc1ccc(S(=O)(=O)Nc2cccc([N+](=O)[O-])c2)cc1	-1.7%	-9.0%	3.0	-10.6%	0.5	-3.0%	6.0%	-4.0
O=C(O)c1ccc(OS(=O)(=O)c2ccc(Cl)s2)c(Cl)c1	6.9%	2.9%	-12.3	-5.9%	1.4	3.0%	-13.8%	-0.6
CC(C)NC(=O)NS(=O)(=O)c1cnccc1NC1CC2CCC1C2 (stereo not drawn)	-6.7%	-9.8%	5.0	-0.5%	-0.6	11.6%	3.6%	-0.5
CCOC(=O)c1nc(-c2ccc(OC)c(OC)c2)cnc1C#N	-23.1%[57.1 µM]	19.5%	-0.6	6.9%	-3.0	1.1%	-3.1%	0.8
COc1cccc(OC)c1-c1nnc(-c2cn(C)c3ccccc23)o1	2.5%	-2.6%	-2.1	-4.2%	-3.6	-4.6%	3.2%	-1.9
COc1ccc(NC2=C(C(C)=O)C(c3ccc(N(C)C)cc3)C(C(C)=O)C(C)(O)C2)cc1 (stereo not drawn)	10.1%	7.4%	3.1	8.0%	1.4	-6.7%	-2.7%	-0.4
O=C(Nc1cc(F)ccc1F)C1CCN(S(=O)(=O)c2cccc3nonc23)CC1	-5.4%[57.1 µM]	-15.7%	0.0	4.6%	-0.1	-4.1%	-7.8%	0.3
NS(=O)(=O)c1ccc(Cl)cc1[N+](=O)[O-]	-8.6%	-23.9%	3.8	-5.4%	-3.3	0.3%	-9.4%	-0.5
CC1Cc2ccccc2N1C(=O)CSc1nnc(N)s1 (stereo not drawn)	5.5%	-6.6%	-3.2	-9.3%	0.4	6.5%	-3.9%	-2.1
Cn1c(CCN2CCCC2)nc2cc(NC(=O)COc3ccc(Cl)cc3)ccc21	3.5%	10.1%	-21.6	0.0%	-1.3	2.1%	-6.0%	-3.1
O=C(COC(=O)c1n[nH]c2ccccc12)NC(=O)NC1CCCCC1	2.3%	-1.7%	-2.0	-4.6%	-2.0	2.4%	3.1%	-1.2
CCCSc1nc2c(c(=O)[nH]c(=O)n2C)n1CCc1ccccc1	14.6%	-13.7%	7.8	-8.5%	0.1	14.0%	-2.0%	0.3
Cc1ccccc1C(=O)NCC(=O)OC(C)C(=O)Nc1cccc(S(=O)(=O)N2CCOCC2)c1 (stereo not drawn)	-2.3%	-12.2%	2.2	-1.7%	0.5	-0.1%	27.9%	11.3
Cc1ccc2c(c1)CCCN2CC(=O)Nc1cc(S(=O)(=O)N2CCCC2)ccc1Cl	-11.1%	-11.4%	1.4	-12.6%	-3.7	4.5%	1.8%	-0.4
Cc1cc(Cl)ccc1OCC(=O)OCC(=O)N(CC(C)C)c1c(N)n(Cc2ccccc2)c(=O)[nH]c1=O	9.6%	-28.4%	-1.3	-4.4%	-2.3	-9.5%	-13.6%	-4.5
O=C1C=CC(=C(c2ccc(O)cc2)c2ccc(O)cc2)C=C1	2.5%	-16.1%	-4.3	4.7%	2.0	-1.3%	7.7%	-1.0
CCn1c(COc2ccc(=O)n(-c3ccccc3)n2)nnc1SCc1cccc(OC)c1	11.7%	3.6%	-9.1	-5.1%	-3.9	5.6%	3.6%	2.2
CCc1nc(N)c(C#N)c(-c2ccco2)c1C	4.6%	-2.9%	-1.8	-8.2%	-11.6	1.6%	1.0%	1.5
O=[N+]([O-])c1ccc(Nc2nc(N3CCOCC3)nc(N3CCOCC3)n2)cc1	-4.5%	-17.5%	-6.1	2.7%	-7.8	1.8%	-0.4%	-2.5
O=CN(Cc1ccccc1)c1cc([N+](=O)[O-])ccc1OCc1ccccc1	2.5%	-5.2%	1.9	-1.0%	-3.2	12.6%	9.9%	-5.4
C1=NN(c2ccccc2)C=NN1c1ccccc1	3.9%	5.2%	-5.1	-0.7%	-0.4	2.5%	-5.3%	0.7
O=C(CCS(=O)(=O)c1cccc2nonc12)NCCc1ccccc1	9.8%	1.5%	/	-4.5%	0.1	-0.6%	2.5%	-1.3
CCn1c(SCC(=O)N2CCCCC2)nc2c(c1=O)SC(C)C2 (stereo not drawn)	-7.7%	2.0%	-2.1	-10.4%	-1.6	12.1%	-7.7%	-0.8
COc1ccc(C)cc1NC(=O)C1CCN(S(=O)(=O)c2cccc3nonc23)CC1	2.3%	7.4%	-13.3	3.5%	-1.5	1.8%	-1.8%	0.2

Sorted by formula weight (smallest number first): part of the list above.
SMILES	WRN helicase inh	EPAC1 antagonist	PI5P4Ka inh	PLK1 PBD inh	CCT chaperon mod	EPAC2 ag	EPAC1 ag	IL-2 act
O=C(CCS(=O)(=O)c1cccc2nonc12)NCCc1ccccc1	9.8%	1.5%	/	-4.5%	0.1	-0.6%	2.5%	-1.3
CC(c1ccccc1)n1cc(C(=O)NCC2COc3ccccc3O2)nn1 (stereo not drawn)	1.0%	3.7%	-2.8	-10.7%	-1.6	0.6%	-7.1%	0.6
CC(=O)Nc1ccc(S(=O)(=O)N2CCN(C(=O)N3CCCC3)CC2)cc1	4.3%	8.2%	0.4	-2.7%	-6.4	12.9%	0.6%	1.9

Screening data deposited in PubChem BioAssay by National Center for Advancing Translational Sciences (NCATS).
